Pf growth 48h = P. falciparum growth inhibition at 48 hours (one generation). P. falciparum luciferase growth in erythrocytes, 48 h. Potency, µM (highest dose often 28.7 µM), inactives show top-dose activity change, negative = inhibition, hits mostly inhibitors. 310,000 tested, 5.9% active. AID 504832; further: potency means the concentration at half of the fitted maximal effect; on the % scale 0 is the no-effect control and ±100 the full control effect
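Read-out is firefly luciferase luminescence from an integrated reporter in P. falciparum, so falling signal marks reduced parasite growth. Infected erythrocytes were at 2% hematocrit and 0.1% parasitemia (final) in Albumax-supplemented RPMI 1640.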
HCV inh = inhibitors of hepatitis C virus infection; Huh7.5.1 HCVcc-Cre infection, luciferase reporter, 44 h; Potency, µM (titrated, usually from 41.8 µM), inactives show at the top dose activity change, negative = inhibition, hits mostly inhibitors; AID 651820; 340,000 tested, 3.4% active; further: potency means the concentration at half of the fitted maximal effect; on the % scale 0 is the no-effect control and ±100 the full control effect
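Cells seeded at 1,000/well and cultured 4 h, then compounds added followed by HCVcc-Cre virus (~0.5 moi). After 44 h further culture, luciferase substrate was added, plates held 15 min at room temperature, and luminescence read for 15 sec.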
Shiga inhibitor = blocks Shiga toxin action in Vero cells | 290,000 tested, 9.2% active | Vero cells, Shiga toxin protein synthesis inhibition reporter | inhibition, % at 38.7 µM; in the data active means inhibition mostly above about 28%, no sharp cut-off; inactive means mostly below about 43%; further: 0% is about no effect
LmPK inhibitor = inhibitors of Leishmania mexicana pyruvate kinase. Q27686. purified LmPK, Kinase-Glo ATP luminescence, 1 h. Potency, µM (highest dose often 57.5 µM), for inactives: at the top dose activity change, negative = inhibition, most hits filed as inhibitors. 290,000 tested, 0.37% active; further: potency means the concentration at half of the fitted maximal effect; on the % scale 0 is the no-effect control and ±100 the full control effect
Target sequence (Q27686 whole entry, looked up): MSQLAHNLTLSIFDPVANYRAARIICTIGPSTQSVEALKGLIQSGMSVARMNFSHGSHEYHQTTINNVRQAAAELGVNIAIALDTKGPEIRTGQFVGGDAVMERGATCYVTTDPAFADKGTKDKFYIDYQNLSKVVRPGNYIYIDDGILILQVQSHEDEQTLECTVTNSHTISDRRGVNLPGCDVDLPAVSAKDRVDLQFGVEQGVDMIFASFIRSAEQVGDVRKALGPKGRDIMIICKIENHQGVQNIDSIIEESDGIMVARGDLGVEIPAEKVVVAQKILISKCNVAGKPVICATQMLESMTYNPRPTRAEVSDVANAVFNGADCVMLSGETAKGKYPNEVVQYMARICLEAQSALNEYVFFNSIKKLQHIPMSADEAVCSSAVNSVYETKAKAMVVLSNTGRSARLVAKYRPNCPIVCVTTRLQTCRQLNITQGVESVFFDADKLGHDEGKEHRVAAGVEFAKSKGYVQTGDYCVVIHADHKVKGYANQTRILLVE
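Screened at intermediate enzyme activity to detect both inhibitors and activators: LmPK at 0.1 nM, with a 0.5 nM enzyme column as activation reference. PEP 0.5 mM, ADP 0.1 mM; ATP detected by luminescence after 1 h.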
CHX counter = affects cycloheximide protein synthesis inhibition readout, counter-screen. cell reporter, cycloheximide protein synthesis inhibition counterscreen. max response, %. 300,000 tested, 12% active; in the data active means max response mostly above about 13%, no sharp cut-off; inactive means mostly below about 14%; further: read at 38.3 µM for the half of the compounds with a filed dose; 0% is about no effect
Tb PYK inh = blocks Trypanosoma brucei pyruvate kinase. Potency, µM (doses to about 76.8 µM), without a hit: at the highest dose activity, negative = inhibition, hits mostly inhibitors. TbPYK enzyme, Kinase-Glo Plus ATP luminescence, 45 min. AID 624173. 410,000 tested, 0.12% active; further: potency means the concentration at half of the fitted maximal effect; on the % scale 0 is the no-effect control and ±100 the full control effect; nearly all actives have a fitted effect of over 50% in size
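Activity of T. brucei pyruvate kinase was followed by Kinase-Glo Plus luminescence after the enzyme reacted 45 min at room temperature with 130 uM ADP (final) and substrate. Test compounds were added before ADP at multiple concentrations.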
Pf growth 96h = P. falciparum growth inhibition at 96 hour, primary screen for plastid delayed-death inhibitors; AID 504834; 320,000 tested, 6.9% active; P. falciparum luciferase reporter growth, 96 h; Potency, µM (doses to about 28.7 µM), for inactives: at the top dose activity change, negative = inhibition, actives largely listed as inhibitors; further: potency means the concentration at half of the fitted maximal effect; on the % scale 0 is the no-effect control and ±100 the full control effect
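Readout is luminescence from an integrated firefly luciferase in P. falciparum. Red cells, 2% hematocrit and 0.05% parasitemia final, were cultured with compound through two parasite generations (96 hours) at 37 C, 5% CO2.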
* hit, by the source's call; [ ] = remark or other dose. Unless noted, the call rests on the fitted dose curve; in most records, active means well fitted curve in the direction sought with a large enough effect; inconclusive means small, poorly fitted or top-dose-only effect, or another doubt; inactive means no such curve, though single readings can be large; an effect the other way counts as inactive or inconclusive.

What do the screens show for `CCCOP(=O)(OCCC)C(Nc1cccc(C(F)(F)F)c1)c1ccc(C)cc1` (stereo unspecified)?
Pf growth 48h: inconclusive; HCV inh: inconclusive; Shiga inhibitor: -8; LmPK inhibitor: -2%; CHX counter: -2; Tb PYK inh: -3%; Pf growth 96h: 12µM*

Results for CCN(CC)S(=O)(=O)c1ccc(-c2nnc(SCC(N)=O)n2CC)cc1 ?
Pf growth 48h: 8%; HCV inh: 16%; Shiga inhibitor: -3; LmPK inhibitor: 1%; CHX counter: 1; Tb PYK inh: -6%; Pf growth 96h: -20%

How did O=C(Nc1ccc(Cl)cc1)Nc1nc(-c2ccccc2)cs1 do in these assays?
Pf growth 48h: -17%; HCV inh: inconclusive; Shiga inhibitor: 43; LmPK inhibitor: 0%; CHX counter: 6; Tb PYK inh: 6%; Pf growth 96h: inconclusive

Results for O=C(COC(=O)c1ccc(Br)cc1)NCCC1=CCCCC1 ?
Pf growth 48h: -4%; HCV inh: 3%; Shiga inhibitor: 31; LmPK inhibitor: 2%; CHX counter: -3; Tb PYK inh: -2%; Pf growth 96h: 36%[activator]

How did Cc1ccc(N/N=C/c2ccncc2)cc1 do in these assays?
Pf growth 48h: inconclusive; HCV inh: inconclusive; Shiga inhibitor: 87*; LmPK inhibitor: -1%; CHX counter: 42*; Tb PYK inh: 3%; Pf growth 96h: inconclusive

Results for CN1CCC(N(C)S(=O)(=O)c2ccc(NC(=O)COc3ccc([N+](=O)[O-])cc3)cc2)CC1 ?
Pf growth 48h: inconclusive; HCV inh: 25%; Tb PYK inh: -6%; Pf growth 96h: inconclusive

How did CCN1CCCC1CNCc1cccc(OC)c1OCc1ccccc1 (stereo unspecified) do in these assays?
Pf growth 48h: -26%; HCV inh: 13%; Shiga inhibitor: -5; LmPK inhibitor: -1%; CHX counter: 3; Tb PYK inh: -4%; Pf growth 96h: 12µM*

What do the screens show for `Cc1ccc(-c2csc(NC(=S)NC(=O)/C=C/c3ccco3)n2)cc1`?
Pf growth 48h: 47%[activator]; HCV inh: 13µM*; Shiga inhibitor: 33; LmPK inhibitor: -1%; CHX counter: 12; Tb PYK inh: -11%; Pf growth 96h: 23%

Results for CC(C)(C)OC(=O)NCCCC[C@H](NC(=O)c1nc[nH]c1C(=O)NC(c1ccccc1)c1ccccc1)C(=O)OC(C)(C)C ?
Pf growth 48h: 3.7µM*; HCV inh: -14%; Shiga inhibitor: -5; LmPK inhibitor: 9%; CHX counter: 3; Tb PYK inh: -9%; Pf growth 96h: 2.1µM*

What do the screens show for `COc1cc([N+](=O)[O-])ccc1NC(=O)CSc1nnc(C)c(C)n1`?
Pf growth 48h: 13%; HCV inh: inconclusive; Shiga inhibitor: -7; LmPK inhibitor: 0%; CHX counter: 3; Tb PYK inh: 0%; Pf growth 96h: 73%[activator]

What do the screens show for `COc1cc(CNn2nnnc2N)cc(Br)c1OCC(=O)NC(C)(C)C`?
Pf growth 48h: inconclusive; HCV inh: 0%; Shiga inhibitor: 14; LmPK inhibitor: -5%; CHX counter: -3; Tb PYK inh: 0%; Pf growth 96h: -11%

How did OCc1cccc(Nc2ncnc3sc4c(c23)CCCCC4)c1 do in these assays?
Pf growth 48h: 12%; HCV inh: -21%; Shiga inhibitor: -5; LmPK inhibitor: -1%; CHX counter: 6; Tb PYK inh: -6%; Pf growth 96h: -20%

How did CCN(C(=O)COC(=O)CN(C)S(=O)(=O)c1ccc(NC(C)=O)cc1)C1CCS(=O)(=O)C1 (stereo unspecified) do in these assays?
Pf growth 48h: 11%; HCV inh: 33%[activator]; Shiga inhibitor: 4; LmPK inhibitor: -5%; CHX counter: -2; Tb PYK inh: 2%; Pf growth 96h: 40%[activator]

Results for CC1(C)SC(=S)N(NC(=O)Nc2ccccc2)C1N(O)C(=O)Nc1cccc2ccccc12 (stereo unspecified) ?
Pf growth 48h: inconclusive; HCV inh: 2%; Shiga inhibitor: 13; LmPK inhibitor: 3%; CHX counter: 3; Tb PYK inh: -6%; Pf growth 96h: inconclusive

How did CCC(=O)N1CCc2cc(S(=O)(=O)NCCC(=O)N3CCN(c4ccccc4)CC3)ccc21 do in these assays?
Pf growth 48h: inconclusive; HCV inh: 3%; Shiga inhibitor: -1; LmPK inhibitor: 8%; CHX counter: 8; Tb PYK inh: 0%; Pf growth 96h: -1%

How did CN(CC(=O)OCC(=O)NCC(F)(F)F)S(=O)(=O)c1ccc(Cl)cc1 do in these assays?
Pf growth 48h: -6%; HCV inh: 13%; Shiga inhibitor: 59; LmPK inhibitor: 1%; CHX counter: 31; Tb PYK inh: 1%; Pf growth 96h: -2%

What do the screens show for `O=S1(=O)N=C(N2CCN(c3ccc(F)cc3)CC2)c2ccccc21`?
HCV inh: 6%; Shiga inhibitor: 2; LmPK inhibitor: 1%; CHX counter: 10; Tb PYK inh: -3%; Pf growth 96h: -24%

What do the screens show for `CCN1CCN(C(=O)N[C@@H](C(=O)N[C@@H]2C(=O)N3[C@@H]2SC(C)(C)[C@@H]3C(=O)O)c2ccccc2)C(=O)C1=O`?
Pf growth 48h: -2%; HCV inh: 2%[8.37 µM]; Shiga inhibitor: -5; LmPK inhibitor: -1%; CHX counter: -3; Pf growth 96h: 9%

How did COc1cc(/C=C2/NC(=O)N(Cc3ccccc3F)C2=O)cc(OC)c1O do in these assays?
Pf growth 48h: -17%; HCV inh: -17%; Shiga inhibitor: 5; LmPK inhibitor: 6%; CHX counter: 13; Tb PYK inh: inconclusive; Pf growth 96h: -17%

How did CC1(C)CC(=O)c2sc(NC(=O)c3ccccc3)nc2C1 do in these assays?
Pf growth 48h: 11%; Shiga inhibitor: 75*; LmPK inhibitor: -13%; CHX counter: 33*; Pf growth 96h: -4%

The last 3 compounds of the part above lead into the next.
What do the screens show for `CCN1CCN(C(=O)N[C@@H](C(=O)N[C@@H]2C(=O)N3[C@@H]2SC(C)(C)[C@@H]3C(=O)O)c2ccccc2)C(=O)C1=O`?
Pf growth 48h: -2%; HCV inh: 2%[8.37 µM]; Shiga inhibitor: -5; LmPK inhibitor: -1%; CHX counter: -3; Pf growth 96h: 9%

How did COc1cc(/C=C2/NC(=O)N(Cc3ccccc3F)C2=O)cc(OC)c1O do in these assays?
Pf growth 48h: -17%; HCV inh: -17%; Shiga inhibitor: 5; LmPK inhibitor: 6%; CHX counter: 13; Tb PYK inh: inconclusive; Pf growth 96h: -17%

How did CC1(C)CC(=O)c2sc(NC(=O)c3ccccc3)nc2C1 do in these assays?
Pf growth 48h: 11%; Shiga inhibitor: 75*; LmPK inhibitor: -13%; CHX counter: 33*; Pf growth 96h: -4%

What do the screens show for `O=C(NNC(=O)c1ccc(S(=O)(=O)N2CCCC2)cc1)c1ccc(Br)cc1`?
Pf growth 48h: inconclusive; HCV inh: -7%; Tb PYK inh: -8%; Pf growth 96h: -1%

How did NC(=O)c1ccc(N2CCCCC2)c(N2C(=O)C3C4C=CC(C4)C3C2=O)c1 (stereo unspecified) do in these assays?
Pf growth 48h: inconclusive; HCV inh: 15%; Shiga inhibitor: 3; LmPK inhibitor: 6%; CHX counter: -4; Tb PYK inh: -8%; Pf growth 96h: 60%[activator]

What do the screens show for `Cc1ccccc1NS(=O)(=O)c1ccc(NC(=O)N2CCCCC2)cc1`?
Pf growth 48h: inconclusive; Shiga inhibitor: 7; LmPK inhibitor: -1%; CHX counter: 19; Tb PYK inh: 4%; Pf growth 96h: -9%

How did CN(C)CCCNC(=O)c1cc2sc3ccccc3c2s1 do in these assays?
Pf growth 48h: inconclusive; HCV inh: 10µM*; Shiga inhibitor: 11; LmPK inhibitor: 7%; CHX counter: 10; Tb PYK inh: 0%; Pf growth 96h: inconclusive

What do the screens show for `CCOC(=O)N1CCN(C(=O)c2ccc(Cn3c(=S)[nH]c4cc5c(cc4c3=O)OCO5)cc2)CC1`?
Pf growth 48h: 13µM*; HCV inh: inconclusive; Shiga inhibitor: -7; LmPK inhibitor: -12%; CHX counter: -1; Tb PYK inh: inconclusive; Pf growth 96h: inconclusive

What do the screens show for `CS(=O)(=O)N(CC(=O)N1CCCCCC1)c1ccccc1`?
Pf growth 48h: 2%; HCV inh: -6%; Shiga inhibitor: 3; LmPK inhibitor: -1%; CHX counter: -2; Tb PYK inh: 0%; Pf growth 96h: 19%

Results for CC1CCN(CCCNC(=O)c2cc3sccc3n2C)CC1 ?
Pf growth 48h: 8%; HCV inh: -4%; Shiga inhibitor: -18; LmPK inhibitor: -1%; CHX counter: -6; Tb PYK inh: 6%; Pf growth 96h: -3%

What do the screens show for `COc1cc2c(cc1OC)CN(Cc1nc3ccsc3c(=O)[nH]1)CC2`?
Pf growth 48h: -21%; HCV inh: inconclusive; Shiga inhibitor: 5; LmPK inhibitor: 2%; CHX counter: 3; Tb PYK inh: -6%; Pf growth 96h: 192%[activator]

What do the screens show for `CN1CCN(CCCNCc2cn(CCC#N)c3ccccc23)CC1`?
HCV inh: 7%; Shiga inhibitor: 2; LmPK inhibitor: -11%; CHX counter: 2; Tb PYK inh: 1%; Pf growth 96h: 9%

Results for Cc1cccc(NCc2ccccc2O)c1 ?
Pf growth 48h: -4%; HCV inh: -2%; Shiga inhibitor: 25; LmPK inhibitor: -2%; CHX counter: 18*; Tb PYK inh: -6%; Pf growth 96h: 8%

Results for O=C(c1ccc(N2CCOCC2)c([N+](=O)[O-])c1)N1CCCCC1 ?
Pf growth 48h: 9%; HCV inh: 5%; Shiga inhibitor: -4; LmPK inhibitor: -1%; CHX counter: -2; Tb PYK inh: 2%; Pf growth 96h: 36%[activator]

How did COc1ccc2c(=O)cc(C(F)(F)C(F)(F)F)oc2c1 do in these assays?
Pf growth 48h: 4%; HCV inh: 8%; Shiga inhibitor: -9; LmPK inhibitor: 6%; CHX counter: 8; Tb PYK inh: 3%; Pf growth 96h: -23%

What do the screens show for `COc1ccc(C(C(C(=O)c2cccs2)N2CCOCC2)N2CCOCC2)cc1OC` (stereo unspecified)?
Pf growth 48h: 19%; HCV inh: 9%; Shiga inhibitor: 11; LmPK inhibitor: 5%; CHX counter: 16*; Tb PYK inh: 0%; Pf growth 96h: inconclusive

How did O=C(Nc1nc2ccccc2[nH]1)c1cccc(Br)c1 do in these assays?
Pf growth 48h: -19%; HCV inh: inconclusive; Shiga inhibitor: 82*; LmPK inhibitor: 6%; CHX counter: 20*; Tb PYK inh: -4%; Pf growth 96h: -53%

What do the screens show for `CC(=O)Nc1c(C(=O)O)oc2ccc(Cl)cc12`?
Pf growth 48h: -3%; HCV inh: 19%; Shiga inhibitor: -10; LmPK inhibitor: 0%; CHX counter: -1; Tb PYK inh: 7%; Pf growth 96h: 2.6µM*

Not a hit list; about 24% have a hit in one of these screens.
